TRPC4 block = TRPC4 (mouse) channel inhibition | 300,000 compounds, 0.39% hits | HEK293 TRPC4beta/mu-opioid, DAMGO-evoked Fluo4 calcium flux; hits give low values | B-score at 10 µM;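 active = B-score over 3 SD under the library average, no early fluorescence shift, positive overall ratio signal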
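System: stable TRPC4beta/mu-opioid receptor HEK293 cells; Dosing: single-point compound dosing; Measured by: Fluo4 Ca2+ flux fluorescence; Read-out basis: per-well B score of integrated baseline-normalized Fluo4 ratio.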
TMEM16A inh = blocks the mouse calcium-activated chloride channel TMEM16A | Q8BHY3 | normalized B-score (activity score, 25-100; higher = stronger inhibition) at 10 µM | 310,000 compounds, 1.2% hits | HEK293 TMEM16A/YFP iodide influx fluorescence, ionomycin;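 active = ratio plate-corrected score three or more library SD toward inhibition, starting fluorescence score within five deviations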;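 note: score derived from kinetic fluorescence span divided by baseline fluorescence per well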
TRPC4 potent = allosteric potentiators of mouse TRPC4 channel; HEK293 TRPC4beta/mu-opioid, DAMGO EC20, Fluo-4 Ca2+ flux; hits give high values; B-score at 10 µM; 310,000 compounds, 0.42% hits; AID 2227;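 active = B-score of calcium response area above 5 SD of library B-scores, with initial fluorescence ratio within 5 SD of library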;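 note: B-score of integrated fluorescence ratio over time as area under calcium response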
MrgX1 PAM = human MrgX1 positive allosteric modulation, primary screen; AID 588675; MrgX1-HEK293, Fluo-4 calcium flux, FDSS; hits give high values; B-score at 10 µM; Q96LB2; 310,000 compounds, 0.63% hits;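 active = plate-corrected calcium response at least 3 library SD above typical, normal starting fluorescence, not activating the receptor alone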;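 note: compound read alongside a low EC10 to EC30 dose of BAM8-22 agonist; peak minus trough fluorescence over baseline measured at the second addition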
TRPC6 act = activates the mouse TRPC6 cation channel | HEK293-TRPC6 membrane potential dye fluorescence; hits give high values | B-score at 10 µM | 310,000 compounds, 0.13% hits | Q61143;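 active = B-score of the integrated fluorescence ratio above library mean plus 3 SD, and starting fluorescence ratio within library mean plus 5 SD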;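 note: higher score means more depolarization so channel activation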
Target sequence (Q61143 whole entry, looked up): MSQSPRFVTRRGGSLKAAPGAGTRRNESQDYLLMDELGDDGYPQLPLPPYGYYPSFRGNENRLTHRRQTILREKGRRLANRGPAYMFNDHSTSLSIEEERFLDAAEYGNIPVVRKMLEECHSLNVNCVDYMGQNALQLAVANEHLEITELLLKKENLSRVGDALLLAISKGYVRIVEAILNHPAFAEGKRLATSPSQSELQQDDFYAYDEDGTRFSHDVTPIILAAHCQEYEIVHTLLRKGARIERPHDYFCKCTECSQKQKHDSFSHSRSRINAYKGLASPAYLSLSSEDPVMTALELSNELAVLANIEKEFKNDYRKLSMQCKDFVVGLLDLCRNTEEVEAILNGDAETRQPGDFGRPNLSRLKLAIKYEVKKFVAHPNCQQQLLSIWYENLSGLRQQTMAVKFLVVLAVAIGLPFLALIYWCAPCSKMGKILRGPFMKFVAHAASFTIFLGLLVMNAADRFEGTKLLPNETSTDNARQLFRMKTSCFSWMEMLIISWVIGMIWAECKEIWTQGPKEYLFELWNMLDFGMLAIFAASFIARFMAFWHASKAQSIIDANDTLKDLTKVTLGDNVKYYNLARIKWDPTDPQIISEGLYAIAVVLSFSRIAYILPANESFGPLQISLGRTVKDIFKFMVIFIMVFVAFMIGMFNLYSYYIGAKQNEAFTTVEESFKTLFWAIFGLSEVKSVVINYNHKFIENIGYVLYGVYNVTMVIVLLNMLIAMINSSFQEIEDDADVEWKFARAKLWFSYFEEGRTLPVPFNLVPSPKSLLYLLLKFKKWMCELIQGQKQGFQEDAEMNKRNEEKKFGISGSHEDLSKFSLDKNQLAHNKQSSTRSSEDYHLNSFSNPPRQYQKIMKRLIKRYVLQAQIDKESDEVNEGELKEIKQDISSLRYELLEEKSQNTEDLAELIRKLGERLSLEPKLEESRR
TRPC4 agonist = opens the mouse TRPC4 cation channel; HEK293 TRPC4beta/mu-opioid, Fluo4 calcium fluorescence; hits give high values; B-score at 10 µM; 310,000 compounds, 0.49% hits;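 active = B-score above 5 SD of library B-scores, and initial fluorescence ratio not above library mean plus 5 SD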;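 note: positive B-score marks a calcium rise read as TRPC4 activation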
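Incubation: 45 min room-temperature Fluo4 loading, 110 s read / System: HEK293 cells stably co-expressing mouse TRPC4beta and mu-opioid receptor / Signal: Fluo4 fluorescence, kinetic / Control set: buffer (low) and maximal DAMGO (high) / Measure: integrated baseline-normalised fluorescence ratio, converted to per-well B score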
TRPC6 inh = blocks the mouse TRPC6 cation channel; B-score at 10 µM; AID 2553; 310,000 compounds, 1.1% hits; HEK293-TRPC6, membrane potential dye, ACh-evoked depolarization; hits give low values;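 active = B-score under library mean minus 3 SD, initial fluorescence not abnormally high, positive integrated signal ratio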;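 note: B-score derived from integrated fluorescence ratio over the kinetic read; more negative B-score means stronger inhibition of depolarization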
ANO1 activ = activates or potentiates the mouse TMEM16A chloride channel; Q8BHY3; 340,000 compounds, 0.3% hits; B-score at 10 µM; HEK293 TMEM16A/YFP-H148Q/I152L, iodide quench fluorescence; hits give low values;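 active = fluorescence-ratio B-score plate-corrected deviation score at least 3 library SD below zero, with starting fluorescence score within 5 deviations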;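 note: channel opened by trigger with iodide after compound preincubation; score built on the fluorescence ratio of max minus min over baseline; more negative score means more quench and so TMEM16A activation or potentiation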
MrgX1 antag = antagonists of human MrgX1 receptor; Q96LB2; MRGX1-HEK293 calcium flux, Fluo-4, BAM8-22 antagonism; hits give low values; B-score at 10 µM; 310,000 compounds, 1.3% hits; AID 588676;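 active = calcium-response B-score plate-corrected more than 3 library SD below zero, starting fluorescence within 5 deviations, no agonist response on first addition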;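 note: peak minus trough fluorescence over baseline after final BAM8-22 challenge near maximal dose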
MrgX1 ag = agonists of human MrgX1 receptor; Q96LB2; MrgX1-HEK293 cells, Fluo-4 calcium fluorescence, agonist mode; hits give high values; B-score at 10 µM; 310,000 compounds, 0.44% hits; AID 588627;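 active = calcium response B-score plate-corrected fluorescence ratio at least 3 library SD, with starting fluorescence B-score inside 5 SD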
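Assay system: MrgX1-expressing HEK293 cells / Amount: fifteen thousand cells per well / Doses: test compound in the initial addition of three / Timing: cells plated overnight, dye loaded 0.5 h 37 °C, 0.5 h room temperature / Technique: kinetic calcium dye fluorescence, Fluo-4 NW / Control set: positive and negative controls per plate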
SKKanGAS inh = inhibitors of SKKanGAS S. pyogenes growth in kanamycin (SK-promoter or general growth effect) | BacTiter-Glo, 6 h | inhibition, % at 7.5 µM | 300,000 compounds, 1.3% hits;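 active = mean replicate score, as percent of positive control median, at least 50; inconclusive = mean below 50 but one replicate at or above 50; inactive = mean and every replicate below 50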;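 note: strain carries kanamycin resistance gene driven by streptokinase promoter and grows in 40 µg/ml kanamycin; loss of luminescence reflects streptokinase promoter inhibition or plain growth inhibition; 0% = median of DMSO wells and 100% = positive control at its reference dose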
* marks the source's active call; other numbers are inactive results; i = inactive; ? = inconclusive; · = no result given.

SMILES	TRPC4 block	TMEM16A inh	TRPC4 potent	MrgX1 PAM	TRPC6 act	TRPC4 agonist	TRPC6 inh	ANO1 activ	MrgX1 antag	MrgX1 ag	SKKanGAS inh
Cc1c(NC(=O)c2ccc3c(c2)C(=O)N(Cc2ccco2)C3=O)cccc1C(=O)O	i	i	i	i	i	i	i	i	i	i	-3.9
CCOC(=O)NCc1ccc2c(c1)cc(C)n2C	i	i	i	i	i	i	i	i	i	i	3.6
COc1cccc(C2C3=C(N=c4s/c(=C\c5cccc(O)c5)c(=O)n42)c2ccccc2CC3)c1OC (centres undefined)	i	i	i	i	i	i	i	i	i	i	?
CCOC(=O)c1ccc(NC(=O)Nc2ccn(C)n2)cc1	i	i	i	i	i	i	i	i	i	i	-14.1
CNC(=O)C(=O)Nc1c(O)c2ccccc2[nH]c1=O	i	i	i	i	i	i	i	i	i	i	2.5
CC(=O)c1ccc(N2CCN(C(=O)COc3ccc(F)cc3)CC2)c(F)c1	i	i	i	i	i	i	i	i	i	i	-3.2
COc1cccc(C(=O)CN2CCN(S(=O)(=O)c3ccc(Br)cc3)CC2)c1	i	i	i	i	i	i	i	i	i	i	1.0
CCc1ccc(NC(=O)Cn2cnc3sc(C)c(S(=O)(=O)N4CCOCC4)c3c2=O)cc1	i	i	i	i	i	i	i	i	i	i	12.5
O=C(Oc1ccc2ccccc2c1)C1CCC1	i	i	i	i	i	i	i	i	i	i	2.8
Cc1ccc(-n2nc(N)c3c(=O)oc(N(C)C)nc32)cc1	i	i	i	i	i	i	i	i	i	i	-5.0
COc1ccc2c(c1)Sc1ccccc1N2CCN(C)C	i	i	i	i	i	50*	-5.08*	i	i	i	-16.6
CCc1cc2c(=O)[nH]c(Cc3ccc(OC)cc3)nc2s1	i	i	i	i	i	i	i	i	i	i	1.9
O=C(N/N=C/c1cccs1)C(O)c1ccccc1 (centres undefined)	i	i	i	i	i	i	i	i	i	i	2.4
CCO[C@@H]1OC(C(N)=O)=C[C@H](C2CCCCC2)[C@H]1CCCO	i	i	i	i	i	i	i	i	i	i	4.7
O=C(NCc1ccc2c(c1)OCO2)C1CC(c2ccc(Cl)c(Cl)c2)=NO1 (centres undefined)	i	i	i	i	i	i	i	i	i	i	-13.3
CCOc1ccccc1N(C(=O)Nc1cccc(Cl)c1)C1=NC(C)CS1 (centres undefined)	i	i	i	i	i	i	i	i	i	i	4.9
Cc1cc(C(=O)COC(=O)C2CCN(C(=O)c3ccc(Cl)cc3)CC2)c(C)n1CC1CCCO1 (centres undefined)	i	i	i	i	i	i	i	i	i	i	-5.9
CCOc1ccc(S(=O)(=O)/N=C(/c2ccccc2)N(C)C)cc1	i	i	i	i	i	i	i	i	i	i	-0.1
O=C(Nc1ccnc(-c2cccnc2)n1)c1ccccc1Cl	i	i	i	i	i	i	i	i	i	i	1.4
COc1ccc(-n2nc(C(=O)NCC(=O)N3CCC(C(N)=O)CC3)c3ccccc3c2=O)cc1OC	i	i	i	i	i	i	i	i	i	i	2.1
CC(=O)c1c(C)n([O-])c2ccc(C)cc2[n+]1=O	i	i	i	i	i	i	i	i	i	i	18.2
Cc1cc(NC(=O)c2ccc(Cl)cc2)no1	i	i	i	i	i	i	i	i	i	i	4.9
COc1ccccc1NC(=O)N1CCN(c2ccc3nnc(-c4ccc(F)cc4)n3n2)CC1	i	i	i	i	i	i	i	i	i	i	6.3
CC(=O)c1cc(C#N)c(N(C)Cc2ccccc2)nc1C	i	i	i	i	i	i	i	i	i	i	2.8
O=[N+]([O-])c1ccc(C[n+]2cccc(O)c2)cc1	i	i	i	i	i	168*	i	i	i	i	-1.0
(more compounds)
SMILES	TRPC4 block	TMEM16A inh	TRPC4 potent	MrgX1 PAM	TRPC6 act	TRPC4 agonist	TRPC6 inh	ANO1 activ	MrgX1 antag	MrgX1 ag	SKKanGAS inh
O=c1c2cc(Br)ccc2[nH]c(=S)n1Cc1cccnc1	i	i	i	i	i	i	i	i	i	i	0.8
c1ccc(CSc2nccc(-c3ccco3)n2)cc1	i	i	i	i	i	i	i	i	i	i	0.2
Cc1ccc(N=Cc2c(O)n(-c3nccs3)c(=O)c3ccccc23)c(C)c1	i	i	i	i	i	i	i	i	i	i	-12.5
CN(C)c1ccc(CN(Cc2ccco2)C(=O)c2ccco2)cc1	i	i	i	i	i	i	i	i	i	i	0.6
CC(C)(C)[C@@H]1C=C(C(N)=O)O[C@H](OCCCCO)C1	i	i	i	i	i	i	i	i	i	i	-1.6
COc1ccc(COC(=O)NC(C(=O)O)c2ccccc2)cc1 (centres undefined)	i	i	i	i	i	i	i	-15.7*	i	i	-5.6
Cc1ccccc1-n1nc(C(=O)O)cc1-c1ccccc1	i	i	i	i	i	i	i	i	i	i	11.6
CC(C)=CC(=O)OCC(=O)Nc1cc(C)ccc1C	i	i	i	i	i	i	i	i	i	i	-5.0
O=C(OCc1ccc(F)cc1)c1cc(=O)c2ccccc2o1	i	i	i	i	i	i	i	i	i	i	-1.3
CCOC(=O)N1CCN(C(=O)CCCn2c(=S)[nH]c3ccc(Br)cc3c2=O)CC1	i	i	i	i	i	i	i	i	i	i	3.4
Cc1cccc(Nc2nc3ccccc3s2)c1C	i	i	i	i	i	i	i	i	i	i	-5.4
CC(C)CN(C(=O)COC(=O)c1ccc2c(c1)NC(=O)CS2)C1CCS(=O)(=O)C1 (centres undefined)	i	i	i	i	i	i	i	i	i	i	-3.1
O=C(NCCc1c[nH]c2ccccc12)C1CCN(S(=O)(=O)c2ccccc2F)CC1	i	i	i	i	i	i	i	i	i	i	-2.7
CCn1c(CNC(=O)c2ccco2)nnc1SCCOc1ccccc1	i	i	i	i	i	i	i	i	i	i	-12.5
CCCCn1c(SCC(=O)c2ccc(OCC)cc2)nc2cc(S(N)(=O)=O)ccc21	i	i	i	i	i	i	i	i	i	i	2.0
O=C1C2CCCN2C(=O)N1CCN1CCN(c2ccccc2)CC1 (centres undefined)	i	i	i	i	i	i	i	i	i	i	-3.8
Cc1cccc(OCC(=O)NCCNC(=O)c2ccco2)c1	i	i	i	i	i	i	i	i	i	i	-2.2
O=C(/C=C/c1ccccc1)NC(NC(=S)Nc1ccc(Cl)cc1Cl)C(Cl)(Cl)Cl (centres undefined)	i	i	i	i	i	i	i	i	i	i	76.0*
O=C(NCCc1ccccc1)C(=O)Nc1nccs1	i	i	i	i	i	i	i	i	i	i	-5.3
O=C(O)c1ccc(Nc2ncnc3ccccc23)cc1	i	i	i	i	i	i	i	·	i	i	-6.2
Cc1ccc(CNc2ccc3nnc(-c4ccccc4)n3n2)cc1	i	i	i	i	i	i	i	i	i	i	7.7
CCN(CC)S(=O)(=O)c1cc(C(=O)NC2=NCCS2)ccc1Cl	i	i	i	i	i	i	i	·	i	i	-0.4
CCOC(=O)C/C(N)=N/N(C)c1ncc(C(F)(F)F)cc1Cl	i	i	i	i	i	i	i	i	i	i	-12.0
N/C(=N\OC(=O)Nc1ccccc1)c1ncc([N+](=O)[O-])s1	i	i	i	i	i	i	i	i	i	i	13.0
O=C(CSCc1ccccc1)Nc1cccc(F)c1	i	i	i	i	i	i	i	i	i	i	-0.8

Complete entries, looked up by structure. Order of values: TRPC4 block	TMEM16A inh	TRPC4 potent	MrgX1 PAM	TRPC6 act	TRPC4 agonist	TRPC6 inh	ANO1 activ	MrgX1 antag	MrgX1 ag	SKKanGAS inh
Results for Cc1cccc(Nc2nc3ccccc3s2)c1C : i	i	i	i	i	i	i	i	i	i	-5.4
Results for CCn1c(CNC(=O)c2ccco2)nnc1SCCOc1ccccc1 : i	i	i	i	i	i	i	i	i	i	-12.5

Carrying on.
SMILES	TRPC4 block	TMEM16A inh	TRPC4 potent	MrgX1 PAM	TRPC6 act	TRPC4 agonist	TRPC6 inh	ANO1 activ	MrgX1 antag	MrgX1 ag	SKKanGAS inh
COc1ncnc2c1oc1ccccc12	i	i	i	i	i	i	i	i	i	i	0.1
COc1ccc(-c2noc(=O)n2Cc2ccc(F)cc2Cl)cc1	i	i	i	i	i	i	i	i	i	i	3.4
Nc1nc(COc2ccc(Cl)cc2)cs1	i	i	i	i	i	i	i	i	i	i	7.4
Cn1c(=O)c(=O)n(C)c2cc(S(=O)(=O)N3CCOCC3)ccc21	i	i	i	i	i	i	i	i	i	i	-10.2
CC(C)c1ccccc1NC(=O)CCCC(=O)O	i	i	i	i	i	i	i	i	i	i	-8.0
O=C(c1ccc(COc2ccccc2Cl)o1)N1CCCC1	i	i	i	i	i	i	i	i	i	i	17.1
COc1ccc(C(=O)Nc2cc3c4c(c2)CC(=O)N4CCC3)cc1	i	i	i	i	i	i	i	i	i	i	-1.0
O=C(c1ccco1)N1CCN(c2cc(=O)n(-c3ccc(Cl)cc3)c(=O)[nH]2)CC1	i	i	i	i	i	i	i	i	i	i	3.0
C#CCNC(=O)C1=C[C@H](c2ccc(Br)cc2)C[C@H](OCCCCO)O1	i	i	i	i	i	i	i	i	i	i	0.4
Cc1oc(-c2ccccc2)nc1C(=O)OCC(=O)NC(=O)NCC(C)C	i	i	i	i	i	i	i	i	i	i	-3.2
CC1CN(Cc2ccccc2)C(C)CC1O (centres undefined)	i	i	i	i	i	i	i	i	i	i	-10.4
Cc1cc(C)c(NC(=O)COC(=O)C2CCN(c3ccc(C(F)(F)F)cn3)CC2)c(Cl)c1	i	i	i	i	i	i	i	i	i	i	-7.9
Cc1c(NC(=O)CSc2nnc(COc3ccccc3)n2-c2ccccc2)c(=O)n(-c2ccccc2)n1C	i	i	i	i	i	i	i	i	i	i	-0.3
O=C(Nc1nc(-c2ccccn2)cs1)c1ncc(Cl)c(Cl)c1Cl	i	i	i	i	i	i	i	i	i	i	98.5*
O=S(=O)(c1ccc(Cl)nc1)N1CCCc2ccccc21	i	i	i	i	i	i	i	i	i	i	-0.7
CCC(=O)N1c2ccc(S(=O)(=O)N3CCCC3)cc2CC1C (centres undefined)	i	i	i	i	i	i	i	i	i	i	1.0
CCOC(=O)c1cc(=O)c2ccc(OCc3ccccc3)cc2o1	i	i	i	i	i	i	i	i	i	i	8.8
S=c1nc(NCCc2ccccc2Cl)c2ccccc2[nH]1	i	i	i	i	i	i	i	·	i	i	17.1

Screening data from PubChem.
